Assay outcomes: PubChem BioAssay, several laboratories
VHR inh abs – VHR1 phosphatase inhibitors, primary screen, biochemical, absorbance, uHTS | Dual specificity protein phosphatase 3 (Homo sapiens), P51452 | recombinant VHR phosphatase, pNPP absorbance | inhibition, % at 13.3 µM | hit rate 0.52% among 290,000 | AID 1654, 2009; in the data active means inhibition above about 50%; further: some compounds called inactive have numbers as strong as hits
Yp Topo-I inh – Yersinia pestis topoisomerase I inhibitors, primary screen, biochemical, cleavage product accumulation, plate reader, single point; DNA topoisomerase I (Yersinia pestis CO92); Y. pestis Topo-I cleavage product accumulation; activity, % at 10 µM; hit rate 0.064% among 360,000; AID 504884, 2011; in the data active means activity above about 50%, passing the limit was not always enough; further: inactives centre near 2
PfHsp40 yeast – rescue of yeast from PfHsp40 toxicity, primary screen, S. cerevisiae, ATP luminescence | S. cerevisiae expressing PfHsp40, growth rescue | growth rescue, % at 12.5 µM | hit rate 0.68% among 340,000; in the data active means growth rescue above about 28%, passing the limit was not always enough;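 further: yeast W303a lacking pdr1 and pdr3 grown in galactose medium; growth measured after three days at 30 °C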
SSB-PriA inh – inhibitors of Klebsiella pneumoniae PriA binding to SSB C-terminal tail, primary screen, biochemical, AlphaScreen. PriA–SSB C-terminal tail interaction (Klebsiella pneumoniae). AlphaScreen SSBct-PriA binding, biotinylated peptide. inhibition, % at 33 µM. hit rate 0.6% among 430,000. AID 1272365, 2023; in the data active means inhibition mostly above about 37%, no sharp cut-off; inactive means mostly below about 20%;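 further: plate controls were negative control peptide for no effect and reference peptide for full effect; strong numbers were not always called active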
Anthrax LF prot – Bacillus anthracis LF protease inhibitors, primary screen, biochemical, multiplex microsphere, MLPCN library; Lethal factor (Bacillus anthracis), P15917; inhibition, % at 10 µM; multiplex microsphere protease cleavage assay; hit rate 0.12% among 360,000; AID 588501, 2011; in the data active means inhibition above about 30%; further: plate controls were buffer without enzyme for full effect and enzyme alone for no effect
MazF activator – activators of E. coli MazEF toxin-antitoxin RNase, primary screen, biochemical, fluorescence, uHTS | Endoribonuclease toxin MazF (Escherichia coli (strain K12)), P0AE70 | FAM/BHQ RNA-DNA oligo cleavage fluorescence, 5 h | activation, % at 20 µM | hit rate 0.32% among 350,000 | AID 504720, 2011; in the data active means activation above about 50%
Rv3671c inh – Rv3671c serine protease inhibitors, primary screen, biochemical, fluorescence polarization, M. tuberculosis H37Rv; inhibition, % at 5.96 µM; hit rate 0.048% among 320,000; in the data active means inhibition above about 38%;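 further: extracellular domain of Rv3671c used as enzyme; 0% = enzyme with DMSO and 100% = no enzyme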
TcdB inh – TcdB glycohydrolase inhibitors, primary screen, biochemical, single point, plate reader | Toxin B (Clostridioides difficile), P18177 | TcdB glycohydrolase enzymatic assay | inhibition, % at 9.99 µM | hit rate 0.24% among 350,000 | AID 652162, 2013; in the data active means inhibition above about 10%
Target sequence (P18177 whole entry, looked up): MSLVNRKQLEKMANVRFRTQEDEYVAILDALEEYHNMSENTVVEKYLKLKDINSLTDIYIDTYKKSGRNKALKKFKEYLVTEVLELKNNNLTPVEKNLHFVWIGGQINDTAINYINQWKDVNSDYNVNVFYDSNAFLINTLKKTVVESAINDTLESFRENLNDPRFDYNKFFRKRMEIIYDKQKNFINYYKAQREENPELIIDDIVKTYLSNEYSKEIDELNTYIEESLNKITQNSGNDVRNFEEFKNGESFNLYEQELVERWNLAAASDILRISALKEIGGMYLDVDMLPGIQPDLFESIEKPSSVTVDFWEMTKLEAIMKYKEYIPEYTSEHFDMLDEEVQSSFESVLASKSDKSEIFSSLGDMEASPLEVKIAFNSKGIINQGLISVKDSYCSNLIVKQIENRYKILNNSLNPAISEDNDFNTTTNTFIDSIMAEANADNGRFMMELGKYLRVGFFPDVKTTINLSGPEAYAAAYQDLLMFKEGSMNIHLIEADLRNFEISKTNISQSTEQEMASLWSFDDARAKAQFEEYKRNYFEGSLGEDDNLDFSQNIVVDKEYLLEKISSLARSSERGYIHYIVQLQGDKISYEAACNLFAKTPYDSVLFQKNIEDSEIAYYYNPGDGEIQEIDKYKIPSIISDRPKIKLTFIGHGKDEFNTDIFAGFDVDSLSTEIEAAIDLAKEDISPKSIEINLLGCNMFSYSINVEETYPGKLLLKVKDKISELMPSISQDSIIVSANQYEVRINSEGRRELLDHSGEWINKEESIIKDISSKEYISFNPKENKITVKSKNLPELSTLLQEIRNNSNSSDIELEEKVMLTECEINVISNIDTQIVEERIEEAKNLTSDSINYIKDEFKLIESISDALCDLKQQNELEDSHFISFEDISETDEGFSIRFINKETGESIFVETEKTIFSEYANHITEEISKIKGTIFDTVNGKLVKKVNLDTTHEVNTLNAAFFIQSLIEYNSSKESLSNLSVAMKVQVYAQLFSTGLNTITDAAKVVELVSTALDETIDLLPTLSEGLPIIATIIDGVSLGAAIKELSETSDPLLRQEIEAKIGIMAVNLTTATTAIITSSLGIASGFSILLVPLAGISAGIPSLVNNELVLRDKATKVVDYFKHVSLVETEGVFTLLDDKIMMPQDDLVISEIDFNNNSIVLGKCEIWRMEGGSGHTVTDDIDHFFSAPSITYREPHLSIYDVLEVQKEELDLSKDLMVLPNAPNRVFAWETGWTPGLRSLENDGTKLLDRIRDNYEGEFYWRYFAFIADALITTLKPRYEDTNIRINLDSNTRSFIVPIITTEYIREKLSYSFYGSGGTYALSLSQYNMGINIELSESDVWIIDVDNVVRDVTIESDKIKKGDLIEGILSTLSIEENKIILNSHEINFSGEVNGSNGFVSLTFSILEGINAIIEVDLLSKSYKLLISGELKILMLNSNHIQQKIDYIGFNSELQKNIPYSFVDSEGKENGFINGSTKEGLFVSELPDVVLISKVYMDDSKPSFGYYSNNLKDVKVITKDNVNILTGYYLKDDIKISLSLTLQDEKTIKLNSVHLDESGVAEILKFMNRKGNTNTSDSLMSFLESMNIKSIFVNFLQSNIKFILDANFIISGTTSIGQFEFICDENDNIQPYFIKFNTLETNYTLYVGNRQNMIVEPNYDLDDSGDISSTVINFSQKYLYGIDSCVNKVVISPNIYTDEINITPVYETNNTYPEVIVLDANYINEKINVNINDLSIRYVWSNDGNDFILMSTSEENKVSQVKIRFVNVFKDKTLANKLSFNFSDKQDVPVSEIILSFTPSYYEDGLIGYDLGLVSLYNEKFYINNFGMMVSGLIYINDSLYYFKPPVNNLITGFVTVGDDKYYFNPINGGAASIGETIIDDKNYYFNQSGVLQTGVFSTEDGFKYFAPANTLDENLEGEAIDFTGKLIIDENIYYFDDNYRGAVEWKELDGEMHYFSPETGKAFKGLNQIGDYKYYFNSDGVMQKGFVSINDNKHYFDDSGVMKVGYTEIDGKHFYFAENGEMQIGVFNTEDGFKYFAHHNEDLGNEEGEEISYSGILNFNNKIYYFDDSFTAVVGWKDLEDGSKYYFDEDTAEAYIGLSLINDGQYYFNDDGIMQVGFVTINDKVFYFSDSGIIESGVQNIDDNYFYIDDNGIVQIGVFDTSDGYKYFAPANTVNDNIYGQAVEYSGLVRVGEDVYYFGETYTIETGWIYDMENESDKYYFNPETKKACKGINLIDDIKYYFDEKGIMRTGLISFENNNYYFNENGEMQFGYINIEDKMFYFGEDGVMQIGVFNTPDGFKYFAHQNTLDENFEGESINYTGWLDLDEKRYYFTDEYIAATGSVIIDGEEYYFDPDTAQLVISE
Vc quorum ag – inducers of Vibrio cholerae quorum light production without autoinducers, primary screen, BH1578 luxS cqsA deficient, single point | AID 588436, 2011 | activation, % at 18.7 µM | V. cholerae BH1578 lux reporter, luminescence, 6 h | hit rate 0.16% among 350,000; in the data active means activation mostly above about 9.7%, no sharp cut-off; further: not every result past the cut was called active; inactives centre near 0; reference of the scale not given here
3CLpro inhibitor – SARS-CoV 3CLpro protease inhibitors, primary screen, biochemical, quenched FRET | Replicase polyprotein 1ab (Severe acute respiratory syndrome coronavirus), P0C6X7 | hit rate 0.14% among 290,000 | AID 1706, 2009 | recombinant SARS-CoV 3CLpro, quenched FRET peptide cleavage | inhibition, % at 6 µM; in the data active means inhibition above about 12%
* hit, by the source's call; i = inactive; . = no result given; & = joins results of further samples. Not all compounds are listed, so the mix of outcomes need not match the whole.

SMILES	VHR inh abs	Yp Topo-I inh	PfHsp40 yeast	SSB-PriA inh	Anthrax LF prot	MazF activator	Rv3671c inh	TcdB inh	Vc quorum ag	3CLpro inhibitor
COc1ccc2ccc3ccc(OC)c(OC(C)=O)c3c2c1	.	20	9.2	-4	-4	3	.	1.8	i	.
Cn1c(=O)c2sccc2n2c(CCCC(=O)NC3CCN(Cc4ccccc4)CC3)nnc12	-2	1	-0.9	4	-4	2	5	0.7	0.0	10
CN(C)c1cccc(NC(=O)C2(C)Cc3c(-c4cccnc4)ccnc3O2)c1 (stereo unspecified)	.	3	.	.	-3	.	.	-0.3	-5.6	.
CCC(=NNS(=O)(=O)c1ccc(C)cc1)c1ccc(OC)c(C)c1	.	13	.	.	1	7	.	-3.1	0.5	.
O=C(O)[C@H](Cc1ccccc1)N1C(=O)c2c(Cl)c(Cl)c(Cl)c(Cl)c2C1=O	17	7	0.7	6	4	6	-6	3.4	-0.3	11
CCOC(=O)c1ccc(-n2ccnc2)c(NC(=O)c2ccc(C(C)(C)C)cc2)c1	1	0	0.0	-6	2	7	-29	.	-0.1	5
CCOC(=O)c1c(C)oc(NC(=O)COc2ccc(Cl)cc2C)c1C#N	-21	20	-0.8	-4	4	-2	-12	.	7.1	2
CCOc1ccc(N2C(=O)CC(N3CC(C)OC(C)C3)C2=O)cc1 (stereo unspecified)	20	4	0.4	-11	-6	-9	-6	.	-0.6	2
COc1cc(N2CN=c3s/c(=C\c4ccccn4)c(=O)n3C2)cc(OC)c1OC	8	4	-1.5	.	-1	4	3	.	i	0
O=C(OCCOc1ccccc1)c1cccc(S(=O)(=O)N2CCOCC2)c1	.	17	-1.2	-19	-3	-7	1	-0.1	-0.3	.

Overlap with the part before: two entries, followed by the next part.
SMILES	VHR inh abs	Yp Topo-I inh	PfHsp40 yeast	SSB-PriA inh	Anthrax LF prot	MazF activator	Rv3671c inh	TcdB inh	Vc quorum ag	3CLpro inhibitor
COc1cc(N2CN=c3s/c(=C\c4ccccn4)c(=O)n3C2)cc(OC)c1OC	8	4	-1.5	.	-1	4	3	.	i	0
O=C(OCCOc1ccccc1)c1cccc(S(=O)(=O)N2CCOCC2)c1	.	17	-1.2	-19	-3	-7	1	-0.1	-0.3	.
CN(C)c1ccc(/C=C/[N+](=O)[O-])cc1	2	3	4.3	8&-11	22	-14	6	0.3	-0.7	7
CC(C)[C@H](NC(=O)NCc1ccco1)C(=O)O	0	2	0.2	-24	4	2	3	.	-0.6	0
Cn1cc(Cl)c(C(=O)N(Cc2ccccc2)c2ccccn2)n1	19	-2	3.5	-7	-2	5	-5	-1.4	-0.2	.
Cc1ccc(C(=O)Cn2nc(C(=O)O)c3ccccc3c2=O)cc1C	-3	17	0.2	-12	-1	10	-10	0.5	-0.8	1
O=C(NN(C(=O)c1ccccc1)c1ccccc1)c1ccccc1	18	4	-0.9	-2	-4	6	11	1.2	i	-4
Cc1cccnc1NC(=O)Cn1c(=O)oc2ccccc21	5	-1	0.9	7	2	-17	-16	1.1	-0.1	-2
Cc1ccccc1-c1nnc(SCC(=O)N(CC(C)C)c2c(N)n(CC(C)C)c(=O)[nH]c2=O)n1C	36	-8	1.1	-9	-2	5	15	0.1	i	2
CC(=O)Nc1ccc(-c2ccc3nnc(C)n3n2)cc1	6	3	-0.4	-6	-4	7	1	1.0	-0.2	1
C#CCOCCOCCOCCNc1nc(N2CCOCC2)nc(N2CCN(C(=O)[C@H](CCCCN)n3cc([C@@H](N)CO)nn3)CC2)n1	16	-6	4.5	7	-4	4	-8	.	i	4
O=C1C2C3C=CC(C3)C2C(=O)N1c1ccc(-c2nc3ccccc3c(=O)o2)cc1 (stereo unspecified)	24	-3	2.1	-6	-1	4	-5	2.6	i	1
O=C(CN1CCOCC1)Nc1ccc(S(=O)(=O)N2CCCCCC2)cc1	14	2	-0.1	-11	1	4	-3	.	2.2	2
C=CCn1c(C)cc(C(=O)COc2ccc(C)nc2[N+](=O)[O-])c1C	11	1	-1.0	28	0	-4	-6	.	-1.7	2
O=C(CSc1nccn1Cc1ccco1)Nc1ccccc1F	28	0	0.4	-3&-3	-4	-4	0	0.3	-0.4	0
Cc1cc(N/N=C/c2ccncc2)nc2ccccc12	32	8	-0.7	.	0	14	.	12*	-0.3	-4
Cc1ccc(Cn2c(N3CCNCC3)nc3c2c(=O)[nH]c(=O)n3C)cc1	95	1	-0.6	-3	4	11	.	-0.2	-0.3	0
CC[C@@]1(C(=O)OC)N[C@H](CN(C)C(=O)NC(C)C)[C@@H]2C(=O)N(C)C(=O)[C@@H]21	.	3	1.7	-8	-2	2	-3	0.5	i	.
CC(=O)NC(c1ccccc1)c1nc(-c2ccccc2C)cs1 (stereo unspecified)	.	-8	.	.	-2	.	.	0.2	0.0	.
Cc1ccc(S(=O)(=O)/N=C2/NC(=O)/C(=C/c3ccc(Br)o3)S2)cc1	-16	-2	3.2	.	-4	-4	-15	.	-2.7	4
Cc1ccc(C(=O)Nc2c(C#N)c(C)c(C)n2Cc2ccccc2)cc1	16	0	-0.4	-7	-4	3	-6	.	-0.7	-4
Cc1cccc(C)c1NC(=O)CN1C(=O)C2CC=CCC2C1=O (stereo unspecified)	.	1	-0.7	-33	-1	-7	-4	-0.8	-0.4	.
COC(=O)c1cc(S(=O)(=O)Nc2cc(S(=O)(=O)N(C)C)ccc2C)oc1C	9	-1	0.6	-10	0	6	3	7.0	-0.4	4
Cc1ccc(-n2c(SCC(=O)NCCC3=CCCCC3)nc3n[nH]c(C)c3c2=N)cc1Cl	-13	10	0.3	-9	-3	26	4	0.9	i	0
CCOC(=O)c1c(NC(=S)Nc2ccc(OCC)cc2)sc2c1CCN(C)C2	3	-1	-0.8	13	6	-2	2	0.0	-0.3	-2
O=C(NC1CCCCC1)N1CCC(c2nc3ccccc3[nH]2)CC1	28	0	-0.5	-7	-6	1	5	1.2	-2.5	-2
CC1(C)Cc2c(sc3ncnc(NNC(=S)NCc4ccccc4)c23)CO1	1	-7	0.8	-1	-2	9	6	-0.7	-0.3	-3
Cc1nc(SCc2cccc(C(=O)O)c2)nc2c1CCCC2	23	13	0.0	-14	-2	4	-4	-0.1	-0.7	5
C=CCNC(=S)NNC(=O)c1cccc2ccccc12	19	5	0.0	-6	-3	6	-5	.	-5.6	1
O=C(O)CCCC(=O)NNc1ncnc2ccccc12	1	3	0.0	-13	0	8	-9	.	0.2	4
COc1cc(CCC(=O)OCC(=O)Nc2ccccc2C#N)cc(OC)c1OC	12	-8	1.1	-1	-1	2	-7	0.6	i	-1
O=C(c1ccccc1)c1ccc(O)c(O)c1O	.	-6	0.9	6	-5	8	.	-8.9	-0.4	.

Next section; the last 3 above are carried over.
SMILES	VHR inh abs	Yp Topo-I inh	PfHsp40 yeast	SSB-PriA inh	Anthrax LF prot	MazF activator	Rv3671c inh	TcdB inh	Vc quorum ag	3CLpro inhibitor
O=C(O)CCCC(=O)NNc1ncnc2ccccc12	1	3	0.0	-13	0	8	-9	.	0.2	4
COc1cc(CCC(=O)OCC(=O)Nc2ccccc2C#N)cc(OC)c1OC	12	-8	1.1	-1	-1	2	-7	0.6	i	-1
O=C(c1ccccc1)c1ccc(O)c(O)c1O	.	-6	0.9	6	-5	8	.	-8.9	-0.4	.
CC1CCCC(CC(=O)O)(CC(=O)O)C1 (stereo unspecified)	12	-2	-0.4	-1	2	-25	1	0.0	-1.5	3
COc1ccc(-n2ccc3ccccc32)cc1	-2	10	-1.7	2	6	-4	1	6.1	i	0
O=C(COC(=O)c1ccccc1Br)NCC1CCCO1 (stereo unspecified)	.	7	-0.1	3	5	1	-1	0.0	-0.3	.
Cc1cccc(C)c1N1C(=O)c2ccccc2C1=O	-21	6	-2.1	-9	-3	0	2	0.3	1.6	0
CCn1c(SCC(=O)Nc2cccc(NC(=O)c3cccs3)c2)nnc1-c1ccncc1	22	3	1.3	-13	-2	1	-11	.	i	3
CCOC(=O)c1sc(N2C(=O)C(O)=C(C(=O)c3ccco3)C2c2ccc(C)o2)nc1C (stereo unspecified)	-12	1	-0.9	3	-1	4	-11	0.1	-1.8	1
Nc1nc(NCc2ccco2)nc(N2CCN(Cc3ccccc3)CC2)c1[N+](=O)[O-]	5	12	0.5	27	.	0	3	-0.3	0.3	1
O=C(O)c1ccc(N=Nc2c(O)[nH]c3ccc(Br)cc23)cc1	.	-9	0.1	1	11	5	-2	0.9	1.7	1
Cc1ccc(S(=O)(=O)N(CC(=O)N2CCC(C)CC2)c2ccccc2)cc1	10	3	0.0	-11	0	5	11	-0.7	-0.6	2
O=C(Nc1nc2c(Cl)ccc(Cl)c2s1)c1ccco1	23	-9	-0.6	-10&-5	0	1	-6	0.9	-0.3	-5
O=C(NCC1CCCO1)c1ccc(NC(=O)c2cc(F)c(F)cc2Cl)cc1 (stereo unspecified)	25	5	0.1	-5	-2	5	-1	0.6	-1.2	-3
CCCCNC(=O)c1c[nH]c2ccc(S(=O)(=O)N3CCOCC3)cc2c1=O	21	-1	2.7	-4	-2	10	-3	1.1	i	6
CC(=O)c1ccc(NC(=O)CN(c2c(C)cccc2C)S(C)(=O)=O)cc1	22	-18	-0.2	-7	-9	7	.	-0.1	-0.9	3
Cc1ccc(NC(=O)c2ccc(OCC3CCCO3)cc2)cc1Cl (stereo unspecified)	.	14	.	.	-3	9	.	0.2	-7.7	.
CC1CCN(C2=NC(=O)/C(=C/c3cn[nH]c3-c3ccccc3)S2)CC1	-5	14	-1.0	-8&-4	0	7	-4	.	-0.2	2
CCOCCOc1cccc(C(=O)NC(c2ccccc2)C(C)C)c1 (stereo unspecified)	13	4	1.0	-12	-6	7	-7	0.8	-3.7	4
CCN(C(=O)Cn1c([N+](=O)[O-])cnc1C)c1ccccc1	12	2	-1.8	-3	-3	9	2	-12	i	1
Cc1[nH]c2ccccc2c1C(=O)C(=O)NCc1nnnn1-c1cccc(F)c1	.	-11	.	.	-8	0	.	1.1	-0.4	.
CC(C)(C)Cc1c(-c2ccccc2)nc2ccc(Cl)cn12	.	14	.	.	1	-2	.	1.5	-0.4	.
COc1ccc2c(c1)SCC(=O)N2C	0	5	0.3	-18	2	3	-6	.	14	-1
COc1ccccc1CC(=O)Nc1cc(OC)c(NC(=O)c2ccccc2)cc1OC	-8	1	0.5	9	.	13	-4	0.1	-0.4	5
CC1CCCCC1NC(=O)c1ccc(CNc2c(N3CCCC3)c(=O)c2=O)cc1 (stereo unspecified)	24	-2	1.7	2	-7	9	8	1.2	-0.1	-2
O=C(NC(c1ccc(F)cc1)c1ccc2ccccc2n1)C1CCN(CCOc2ccc(F)cc2)CC1 (stereo unspecified)	.	9	.	.	-5	.	.	-9.7	-0.1	.
CC(=O)Nc1cccc(OCc2c(F)cccc2Cl)c1	35	16	0.0	-13	0	-9	-14	-1.9	-0.5	2
O=C(CSc1nc2cc(Cl)ccc2s1)NC(=O)NCc1ccco1	-1	-2	-0.9	4	-4	-8	-1	.	i	-3
CSCCOC(=O)C1=C(C)NC(=O)NC1c1ccc2c(c1)OCO2 (stereo unspecified)	24	2	-0.7	-1	-12	-2	.	0.0	-0.6	0
